DNMT1 inh = blocks human DNA methyltransferase DNMT1. P26358. DNMT1 molecular beacon, Hinp1I cleavage, fluorescence. inhibition (reported as % activation of signal), % at 10 µM. 0.83% of 360,000 active; in the data active = inhibition above about 50%
Neddylation inh = inhibitors of human cullin neddylation; P61081+Q13564; TR-FRET cullin neddylation, biochemical; calls only at 25 µM; 0.58% of 360,000 active; in the data active = inhibition above about 36%
LMPTP block = blocks human LMPTP phosphatase | 0.22% of 360,000 active | AID 651560 | recombinant LMPTP-A, OMFP fluorogenic substrate, fluorescence intensity | inhibition, % at 20 µM | P24666;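 active = compounds that cut the enzyme signal by at least half of the control window in the single-dose screen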;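 also: plate controls were DMSO wells with enzyme plus substrate for no effect and substrate without enzyme for full effect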
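Material: LMPTP-A; amount: 0.625 nM enzyme; doses: single 20 µM dose; times: reaction 50 min, room temperature, dark; technique: fluorescence intensity of OMFP turnover product; benchmarks: no-enzyme and uninhibited controls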
SUMO1 PPI mod = modulators of human SUMO1-mediated protein-protein interactions; 0.33% of 360,000 active; P63165; SUMO1 binding to a labelled peptide, TR-FRET, 1 h; inhibition, % at 20 µM; in the data active = inhibition above about 37%
Target sequence (P63165 whole entry, looked up): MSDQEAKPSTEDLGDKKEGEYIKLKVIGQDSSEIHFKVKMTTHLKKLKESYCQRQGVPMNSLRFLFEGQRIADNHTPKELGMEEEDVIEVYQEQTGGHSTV
Rpn11 block = blocks the human proteasome subunit Rpn11 | 0.59% of 360,000 active | AID 588493 | calls only at 20 µM | human 26S proteasome, Ub4-pepOG fluorescence polarization; 20S core pre-blocked with epoxomicin | O00487;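 active = inhibition at 20 µM, scaled to each plate's controls, above about 33%, limit read from the data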
Target sequence (O00487 whole entry, looked up): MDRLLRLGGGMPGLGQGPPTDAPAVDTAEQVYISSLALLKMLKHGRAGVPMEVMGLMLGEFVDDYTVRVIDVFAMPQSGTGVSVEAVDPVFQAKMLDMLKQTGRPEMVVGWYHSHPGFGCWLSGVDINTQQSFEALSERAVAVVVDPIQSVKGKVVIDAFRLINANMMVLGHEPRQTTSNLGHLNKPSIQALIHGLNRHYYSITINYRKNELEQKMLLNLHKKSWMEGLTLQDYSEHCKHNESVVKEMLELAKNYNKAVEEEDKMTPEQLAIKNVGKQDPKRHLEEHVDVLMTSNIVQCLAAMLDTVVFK
STEP block = inhibitors of human striatal-enriched phosphatase STEP; recombinant STEP, OMFP fluorogenic substrate, fluorescence; AID 588621; inhibition, % at 20 µM; 0.25% of 360,000 active; P54829;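 active = inhibition at 20 µM, scaled per plate between control wells, above about 37%, limit read from the data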;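 also: 0% = DMSO with enzyme and substrate and 100% = substrate only without enzyme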
Target sequence (P54829 whole entry, looked up): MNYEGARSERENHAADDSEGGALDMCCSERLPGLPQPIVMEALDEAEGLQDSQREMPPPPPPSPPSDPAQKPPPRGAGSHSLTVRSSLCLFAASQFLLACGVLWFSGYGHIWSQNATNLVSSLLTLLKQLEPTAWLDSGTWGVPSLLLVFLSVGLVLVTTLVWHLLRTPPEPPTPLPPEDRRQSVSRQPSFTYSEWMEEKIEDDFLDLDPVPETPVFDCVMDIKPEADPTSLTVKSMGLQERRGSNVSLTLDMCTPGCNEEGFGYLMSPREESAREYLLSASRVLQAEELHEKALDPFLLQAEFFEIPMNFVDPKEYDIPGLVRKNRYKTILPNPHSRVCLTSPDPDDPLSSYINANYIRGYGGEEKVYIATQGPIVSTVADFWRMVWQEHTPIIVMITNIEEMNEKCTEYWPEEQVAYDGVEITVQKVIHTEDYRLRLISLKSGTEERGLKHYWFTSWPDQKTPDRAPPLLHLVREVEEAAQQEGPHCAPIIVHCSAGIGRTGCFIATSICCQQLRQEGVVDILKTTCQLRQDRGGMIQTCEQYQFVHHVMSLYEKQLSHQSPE
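System: isolated STEP enzyme; schedule: 20 min enzyme reaction at room temperature, protected from light; medium: Bis-Tris buffer pH 6.0, 2.5 mM DTT, 0.005% Tween 20; signal: fluorescence, 480/540 nm; dosing: single compound dose of 20 µM, 1% DMSO final; also added: OMFP substrate, 25 µM final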
NadD inh = inhibitors of Staphylococcus aureus NadD | inhibition, % at 20 µM | 0.78% of 360,000 active | purified NadD enzyme, colorimetric absorbance read-out; in the data active = inhibition above about 26%; also: some compounds past the cut are filed as inactive
Rin1 Abl inh = inhibitors of human Rin1-Abl protein interaction; P00519+Q13671; TR-FRET Rin1/Abl binding, biochemical; inhibition, % at 7.35 µM; 0.4% of 360,000 active; AID 588664; in the data active = inhibition above about 5%, passing the limit was not always enough
Scp-1 inhibitor = inhibitors of human Scp-1 phosphatase; Recombinant Scp1, phosphopeptide, malachite green phosphate absorbance; Q9GZU7; 0.88% of 340,000 active; inhibition, % at 20 µM; AID 493091;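 active = inhibition above about 50% at 20 µM, limit read from the data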;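 also: plate controls were DMSO wells with enzyme for no effect and wells lacking enzyme for full effect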
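Test system – truncated SCP-1 phosphatase (76-261aa) · Reagent – Phosphorylated 17-residue peptide substrate · Incubation – 45 min room-temperature reaction, 5 min colour, 30 min stabiliser · Detection – colorimetric phosphate reagent with accelerator and stabiliser, absorbance at 630 nm · Measure – % inhibition at 20 µM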
CSN deneddyl inh = blocks human CSN-mediated cullin deneddylation. Purified CSN, SCF-Nedd8-OG deneddylation, fluorescence polarization. inhibition, % at 12.5 µM. 0.38% of 360,000 active. AID 651999;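 active = pattern-corrected inhibition above about 35%, with an unprinted fluorescence ratio check between 0.5 and 1.5, limit read from the data, passing the limit was not always enough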;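 also: 0% = enzyme with substrate and 100% = substrate without enzyme; some results filed as inactive read as strong as hits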
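Assay system: purified human Csn5 enzyme expressed in HEK293T cells; measure: % inhibition; also added: SCFSkp2-Nedd8OG substrate at 10 nM final; technique: fluorescence polarization; times: reaction 90 min, room temperature; medium: Tris buffer pH 7.5, NaCl, DTT, Tween-20, trehalose, ovalbumin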
* marks the source's active call; other numbers are inactive results; i = inactive; nt = no result given.

SMILES | DNMT1 inh | Neddylation inh | LMPTP block | SUMO1 PPI mod | Rpn11 block | STEP block | NadD inh | Rin1 Abl inh | Scp-1 inhibitor | CSN deneddyl inh
CCOc1ccc(NC(c2ccccn2)c2oc(CO)cc(=O)c2O)cc1 (centres undefined) | -12 | i | 1.9 | -13 | i | 1 | 6 | 2 | 0 | -3
O=C(CNS(=O)(=O)c1ccc2ccccc2c1)OCC(=O)c1ccc(Br)s1 | 27 | i | 1.0 | -1 | i | 3 | 6 | -62 | -11 | 7
O=C(CCC(=O)N1CCOc2ccc(Cl)cc21)NCCCN1CCN(Cc2ccccc2)CC1 | -1 | i | -1.7 | 1 | i | -3 | -8 | 2 | -4 | -6
Cc1cccc(N2CCN(C(=O)c3ccccc3NC(=O)C3CC=CCC3C(=O)O)CC2)c1 (centres undefined) | 3 | i | -1.1 | 2 | i | -5 | 12 | 1 | -2 | -1
Cc1ccc(C(=O)NC(C)(COc2nonc2C)COc2nonc2C)cc1 | 2 | i | -0.6 | -3 | i | 1 | -4 | -4 | -5 | -1
CCCCOCCCNC(=S)Nc1ccc(S(=O)(=O)N2CCOCC2)cc1 | -1 | i | 1.3 | 1 | i | -2 | -3 | 1 | 16 | 3
CCn1c(=O)cc(SCC(=O)Nc2cccc(C)n2)c2ccccc21 | 1 | i | 0.1 | 4 | i | 2 | -1 | -124 | 3 | 4
COc1cccc(Cn2cnc3c(N)c(C)c(C)cc32)c1 | 0 | i | 1.4 | 0 | i | 2 | 1 | -1 | 1 | -15
O=C(NC1CCCC1)c1ccc(CS(=O)(=O)c2cccc(C(F)(F)F)c2)o1 | 2 | i | -0.6 | -2 | i | 1 | 2 | -1 | -7 | -1
CCN(C(=O)c1ccc(S(=O)(=O)N2CCC(C)CC2)cc1)C1CCS(=O)(=O)C1 (centres undefined) | -1 | i | -0.4 | 1 | i | -1 | 2 | 0 | 2 | -2
COc1ccccc1NS(=O)(=O)c1ccc(NC(=O)c2ccccn2)cc1 | -1 | i | 0.9 | 4 | i | 0 | -5 | 1 | 1 | -4
CC(=O)Nc1cccc(-c2cnc(NC(C)=O)cn2)c1 | 4 | i | -0.5 | 5 | i | -1 | -2 | -4 | nt | 5
COC(=O)C(C)Sc1ncnc2c1nnn2-c1ccc(F)cc1 (centres undefined) | 1 | i | -1.3 | -3 | i | -1 | -9 | 1 | -12 | 3
CCOc1cc(C(=O)OCC(=O)Nc2ncc(Cl)c(C)c2Cl)ccc1OCC(=O)N1CCOCC1 | -8 | i | 2.2 | 8 | i | -2 | 8 | 0 | -8 | -11
CC1Cc2nc(SCC(=O)NC3CCCCC3)n(C)c(=O)c2S1 (centres undefined) | -6 | i | 0.1 | 2 | i | 1 | 3 | 4 | -2 | 1
COc1cccc2cc(C(=O)NCCC3=CCCCC3)c(=O)oc12 | -2 | i | 0.4 | -21 | i | 2 | -1 | -3 | -8 | 3
CCCCNC(=O)c1onc(CSc2ccccc2)c1C(=O)O | 0 | i | -1.7 | 5 | i | 3 | -1 | -1 | -9 | -4
Cc1ccc(/C=N/N2CCOCC2)s1 | -4 | i | -0.6 | 5 | i | 1 | -3 | 3 | -1 | 5
Cc1ccc(N2C(=O)CC(Nc3ccccc3)C2=O)cc1 (centres undefined) | 4 | i | -1.2 | 1 | i | 2 | 3 | 4 | -3 | 2
COc1ccc(NC(=O)C2CC(c3ccccc3O)=NO2)cc1OC (centres undefined) | -3 | i | -4.1 | 2 | i | -1 | -7 | -5 | 0 | 4
CSc1nc(-c2ccccc2)c(C#N)c(=O)[nH]1 | 1 | i | -1.4 | 13 | i | 0 | -3 | -3 | -11 | 1
Cc1ccc(S(=O)(=O)c2c(C)cc(C)nc2N2CCCCC2)cc1 | -5 | i | 0.7 | -2 | i | 1 | 2 | 2 | 10 | -4
Cc1nn2c(CN(C(=O)CN3CCOCC3)c3ccccc3)nnc2c2ccccc12 | 1 | i | -2.1 | 4 | i | -2 | -1 | 0 | -8 | -1
CC1CN(C(=O)COC(=O)Cc2ccc(Cl)cc2)CC(C)O1 (centres undefined) | 2 | i | -1.8 | 0 | i | -4 | 3 | 0 | -5 | -7
C=CCN1CC(c2nc3ccccc3n2Cc2ccccc2)CC1=O (centres undefined) | -3 | i | -1.0 | 3 | i | -5 | 1 | 0 | -5 | -3

Next records
SMILES | DNMT1 inh | Neddylation inh | LMPTP block | SUMO1 PPI mod | Rpn11 block | STEP block | NadD inh | Rin1 Abl inh | Scp-1 inhibitor | CSN deneddyl inh
Brc1cccc(CN2CCCCCC2)c1 | -4 | i | -3.6 | 0 | i | -1 | -7 | 0 | -9 | -2
CC(C)c1nccn1S(=O)(=O)c1cccc([N+](=O)[O-])c1 | 5 | i | -0.8 | -13 | i | -2 | -2 | 1 | 2 | 2
COC(=O)c1sccc1NC(=O)CC1C(=O)NCCN1C(=O)c1c(F)cccc1Cl (centres undefined) | -6 | i | -0.9 | 14 | i | 2 | -3 | -5 | 0 | -3
CCOc1cc(/C=N/NC(=O)CSc2nncn2C)ccc1OC(=O)c1ccc(Cl)cc1 | 2 | i | 0.5 | -5 | i | -1 | -2 | -1 | -6 | -1
CNCCc1ccccn1 | 3 | i | -2.3 | -3 | i | -3 | 4 | 1 | -11 | -5
O=C(NCc1ccc(F)cc1)C1CCN(S(=O)(=O)c2ccc3c(c2)OCCCO3)CC1 | -2 | i | -0.7 | -1 | i | -1 | -1 | 0 | -4 | 3
CCC(C)c1ccccc1N1CC(C(=O)Nc2ccc(S(=O)(=O)N3CCOCC3)cc2)CC1=O (centres undefined) | -6 | i | 1.1 | 9 | i | 3 | -1 | 0 | -6 | 1
Cc1cc(C)c2c(c1)cc(C)c1nnc(SCC(=O)Nc3ccc(S(=O)(=O)N4CCCCC4)cc3)n12 | -7 | i | 2.0 | -5 | i | 0 | 10 | 0 | 0 | 0
O=C(COc1coc(CN2CCN(c3ccccc3)CC2)cc1=O)NC1CCCCC1 | 1 | i | -0.2 | 2 | i | 0 | -6 | 5 | 6 | 2
COc1ccc(CC(C)Nc2cccc(SC)c2)cc1 (centres undefined) | -7 | i | 3.2 | 0 | i | 1 | -1 | -1 | -13 | 2
O=C(Nc1cccc(Cl)c1)Nc1nccs1 | -8 | i | -0.5 | 2 | i | -15 | 0 | -3 | 9 | 3
COc1ccc2c(c1)OC[C@H]1[C@H]2N2C(=O)c3cc(Br)ccc3NC(=O)[C@@]2(C)[C@H]1c1ccccc1 | -4 | i | 4.4 | -18 | i | 2 | 18 | 0 | -15 | 0
O=C(Cc1cccs1)N[C@@H]1c2ccccc2CC[C@@H]1OCc1ccccc1 | 6 | i | 0.7 | 2 | i | 2 | -1 | 1 | 4 | 0
CSc1ccc(CCCCCCOC(=O)C(C)(C)C)cc1 | 0 | i | 2.5 | 3 | i | 5 | 1 | 2 | -11 | 1
Cc1nc2ccc(S(=O)(=O)N(C)CC(=O)Nc3ccccc3F)cc2s1 | 0 | i | 0.2 | 3 | i | -1 | -6 | 0 | 4 | 3
CC1C(=O)N(Cc2cn(CCC3OCCO3)nn2)CCS(=O)(=O)N1Cc1ccc(-c2ccc(Cl)c(Cl)c2)cc1 (centres undefined) | -13 | i | 1.6 | 7 | i | 0 | -2 | 3 | nt | 4
O=S(=O)(NCc1ccc(F)cc1)c1ccc(Br)cc1Br | 2 | i | 0.1 | 11 | i | -1 | -3 | 5 | -12 | 2
Cc1ccc(S(=O)(=O)NCC(=O)NNC(=O)c2ccc(Br)cc2)cc1C | 1 | i | -0.9 | 6 | i | 2 | 2 | 0 | -12 | 4
N#Cc1cnc(Oc2ccc(Cl)cc2)nc1N | 0 | i | 0.5 | 7 | i | -1 | -1 | 1 | -4 | -2
CCc1cc(C(=O)O)c(NC(=O)/C=C/c2ccc(OC)c(OC)c2)s1 | -1 | i | 1.5 | -12 | i | 0 | -2 | 1 | -18 | -3

Complete entries, looked up by structure. Screens in order: DNMT1 inh | Neddylation inh | LMPTP block | SUMO1 PPI mod | Rpn11 block | STEP block | NadD inh | Rin1 Abl inh | Scp-1 inhibitor | CSN deneddyl inh
CCOc1cc(/C=N/NC(=O)CSc2nncn2C)ccc1OC(=O)c1ccc(Cl)cc1 is entered as 2 | i | 0.5 | -5 | i | -1 | -2 | -1 | -6 | -1
O=C(Cc1cccs1)N[C@@H]1c2ccccc2CC[C@@H]1OCc1ccccc1 is entered as 6 | i | 0.7 | 2 | i | 2 | -1 | 1 | 4 | 0
CSc1ccc(CCCCCCOC(=O)C(C)(C)C)cc1 is entered as 0 | i | 2.5 | 3 | i | 5 | 1 | 2 | -11 | 1
N#Cc1cnc(Oc2ccc(Cl)cc2)nc1N is entered as 0 | i | 0.5 | 7 | i | -1 | -1 | 1 | -4 | -2

Seven entries already listed, sorted by the value under CSN deneddyl inh, rising:
SMILES | DNMT1 inh | Neddylation inh | LMPTP block | SUMO1 PPI mod | Rpn11 block | STEP block | NadD inh | Rin1 Abl inh | Scp-1 inhibitor | CSN deneddyl inh
CCc1cc(C(=O)O)c(NC(=O)/C=C/c2ccc(OC)c(OC)c2)s1 | -1 | i | 1.5 | -12 | i | 0 | -2 | 1 | -18 | -3
Brc1cccc(CN2CCCCCC2)c1 | -4 | i | -3.6 | 0 | i | -1 | -7 | 0 | -9 | -2
CCOc1cc(/C=N/NC(=O)CSc2nncn2C)ccc1OC(=O)c1ccc(Cl)cc1 | 2 | i | 0.5 | -5 | i | -1 | -2 | -1 | -6 | -1
COc1ccc2c(c1)OC[C@H]1[C@H]2N2C(=O)c3cc(Br)ccc3NC(=O)[C@@]2(C)[C@H]1c1ccccc1 | -4 | i | 4.4 | -18 | i | 2 | 18 | 0 | -15 | 0
CSc1ccc(CCCCCCOC(=O)C(C)(C)C)cc1 | 0 | i | 2.5 | 3 | i | 5 | 1 | 2 | -11 | 1
O=C(COc1coc(CN2CCN(c3ccccc3)CC2)cc1=O)NC1CCCCC1 | 1 | i | -0.2 | 2 | i | 0 | -6 | 5 | 6 | 2
O=C(NCc1ccc(F)cc1)C1CCN(S(=O)(=O)c2ccc3c(c2)OCCCO3)CC1 | -2 | i | -0.7 | -1 | i | -1 | -1 | 0 | -4 | 3

Screening data deposited in PubChem by several laboratories.
